# Screening data as filed in PubChem.
# NCI-60 one-dose screen, 48 h, at 10 µM unless noted. Numbers give growth in % (100 = growth as untreated, 0 = no growth, -100 = all killed).
# SNB-75 – SNB-75 CNS cancer; actives 5% (n = 79,000); AID 1794750
# A498 – A498 renal cancer cells; actives 5.4% (n = 76,000); AID 1794774
# HCC-2998 – HCC-2998 colon cancer; actives 4.7% (n = 79,000); AID 1794799
# COLO 205 – COLO 205 colon cancer; actives 7.3% (n = 79,000); AID 1794742
# HCT-116 – HCT-116 colon cancer; actives 7.3% (n = 82,000); AID 1794798
# HT29 – HT29 colon cancer. actives 7.4% (n = 81,000). AID 1794748
# SW-620 – SW-620 colon cancer. actives 5.2% (n = 82,000)
# KM12 – KM12 colon cancer cells; actives 5% (n = 82,000); AID 1794800
# HCT-15 – HCT-15 colon cancer; actives 5.2% (n = 82,000); AID 1794746
# * = called active by the depositor; nt = not tested or not shown. The calls were made as follows: active = growth percent below 10; inactive = the rest.
# Every second line gives: SNB-75	A498	HCC-2998	COLO 205	HCT-116	HT29	SW-620	KM12	HCT-15
> CC1(C)CC(=O)C(Cc2cn(Cc3ccccn3)nn2)(Cc2cn(Cc3ccccn3)nn2)C(=O)C1
→ 99.0	86.6	108.1	nt	105.0	97.4	103.6	105.6	106.1
> CC1CC(OC(=O)C(O)c2ccccc2)CC(C)(C)C1 (configuration not stated)
→ 108.2	104.2	103.9	105.2	100.8	99.4	107.9	121.4	107.7
> O=c1nc2n(CCO)c3ccccc3cc-2c(=O)[nH]1
→ 84.6	69.2	110.3	113.6	107.5	105.0	101.9	110.7	99.4
> CCOC(=O)C(Cc1ccc(O)cc1)Nc1nc2ccccc2o1 (configuration not stated)
→ 78.6	104.6	104.9	103.3	98.3	95.4	107.7	104.3	95.7
> COc1ccc(C2=NN(C(=O)c3ccc(S(N)(=O)=O)cc3)C(c3ccc(OC)cc3)C2)cc1 (configuration not stated)
→ 84.4	102.2	104.9	107.0	101.6	106.9	102.9	99.5	95.5
> O=S(=O)(NCCNc1nccc(-c2c(-c3ccc(O)cc3)nc3sccn23)n1)c1ccc(F)cc1
→ nt	115.0	nt	111.7	99.8	106.0	109.6	99.6	101.8
> CCN1CCN(c2cc(-c3cn[nH]c3-c3cc(C)cc(OC)c3)nc(-c3cccnc3)n2)CC1
→ 75.9	15.1	91.3	51.3	38.4	33.4	82.6	50.6	19.2
> Cc1cc(C(O)CN(CCC(C)C)CCC(C)C)cc2c1ccc1cc(C(C)C)ccc12 (configuration not stated)
→ 82.1	81.5	89.9	93.3	79.0	81.5	66.5	83.6	80.6
> CCN(CC)CCCC(C)N=c1cc(Nc2cc(=NC(C)CCCN(CC)CC)c3cc(OC)ccc3o2)oc2ccc(OC)cc12 (configuration not stated)
→ -90.8*	-8.6*	-88.9*	-96.2*	-21.2*	-42.0*	-2.1*	-5.0*	-16.7*
> O=c1nc2[nH]c3ccc(F)cc3c2n[nH]1
→ 95.2	93.7	102.4	127.7	103.2	93.8	97.4	100.6	98.0
> Cc1nn2c(/C=C3/C(=O)Nc4ccc(Cl)cc43)c(-c3ccccc3)nc2s1
→ -35.4*	43.8	102.1	49.7	7.1*	35.1	44.2	59.1	57.1
> Cc1cncc(C(=O)O)c1
→ 102.9	106.7	108.3	97.3	122.3	103.4	107.0	108.8	101.6
> c1ccc(-c2onc3cc4c(cc23)OCCO4)cc1
→ 84.1	85.9	109.6	112.2	95.5	83.7	101.3	35.9	93.1
> COc1ccc(Nc2ccnc(N3CCN(c4ccnc5cc(Cl)ccc45)CC3)n2)cc1
→ -20.9*	-6.2*	15.8	-7.2*	0.4*	-6.3*	7.6*	2.5*	7.3*
> CCC1C(C)(C)c2ccc(C)cc2C1(C)C (configuration not stated)
→ 87.2	nt	101.2	114.3	95.0	97.5	108.7	112.7	101.0
> Clc1ccccc1Nc1n[nH]c(-c2ccccc2)n1
→ 10.7	44.6	102.4	106.2	89.0	107.5	99.4	87.2	77.8
> CC(Br)C(OC(=O)c1ccco1)c1cc2c(cc1Br)OCO2 (configuration not stated)
→ 76.7	88.9	103.6	101.4	nt	77.0	87.6	80.1	79.5
> COc1ccc2c(c1)CC/C(=C\c1cncc(Br)c1)C2=O
→ 120.1	96.5	nt	106.4	65.8	79.7	42.6	63.7	94.7
> N=c1c2c(-c3ccccc3)c(-c3ccccc3)oc2ncn1NC(=O)c1ccncc1
→ 91.7	52.3	115.2	104.8	76.2	88.0	102.9	33.4	85.3
> CSc1ccc(/C=C2\C=Cc3ccccc32)cc1
→ 91.4	99.5	125.3	97.6	94.5	103.7	98.3	91.6	105.7
> CC(=O)CCN1C(=O)c2ccccc2C1=O
→ 78.8	73.3	nt	112.4	101.2	97.0	99.3	113.7	98.3
> COc1c(O[C@H]2O[C@@H](CO)[C@@H](O)C(O)C2O)cc2oc3cc(O)c(CC=C(C)C)c(O)c3c(=O)c2c1CC=C(C)C (some centres not stated)
→ 98.2	90.7	103.2	97.5	103.0	85.9	102.3	99.4	103.2
> CCS(=O)(=O)c1cc(=O)[nH]c(=O)[nH]1
→ 82.4	121.0	115.6	113.4	103.8	100.7	111.5	107.4	109.4
> CN1CCN(c2ccnc(NCCNc3nc(N4CCOCC4)nc(N4CCOCC4)n3)n2)CC1
→ 84.4	85.1	110.6	90.0	69.6	59.7	91.6	103.3	99.8
> CCCCCCCCc1ccc(OCCOC(=O)/C=C\C(=O)NC(N)=O)cc1
→ 88.1	88.8	114.2	115.3	100.0	110.4	102.5	100.7	96.7
> C=C(CC(Cl)(Cl)Cl)c1ccc(C)cc1
→ 97.5	105.8	97.3	100.9	104.5	106.9	105.8	100.9	101.2
> Cc1ccccc1C(=O)Nc1ccc(Cl)cc1Cl
→ 80.9	79.1	98.0	111.6	86.4	89.0	102.3	93.7	94.8
> CSc1nc2ccc(C)cc2cc1/C=[N+](\[O-])c1ccccc1
→ 62.8	95.2	92.3	100.1	14.8	52.1	28.4	71.6	55.7
> O=C(Cn1cnc2c(cc(-c3ccccc3)n2-c2ccccc2)c1=O)Nc1ccc(F)cc1
→ 103.1	60.4	121.1	111.8	102.4	100.0	104.9	100.6	100.7
> O=C(NCCNc1nccc(-n2ccc3cccnc32)n1)c1ccc(C(F)(F)F)cc1
→ nt	108.2	120.1	112.3	100.4	113.3	103.5	100.4	104.1
> CCCCCN(CCCCC)CC(=O)OCC
→ 84.0	109.0	104.0	106.1	99.2	103.5	110.1	99.2	96.3
> COC(=O)c1cc(NC(=O)Nc2cc(C(=O)OC)n(C)c2)cn1C
→ 101.7	99.2	123.6	113.6	94.0	102.3	94.5	111.8	106.3
> OC(c1cccc2ccccc12)c1nccn1Cc1ccccc1 (configuration not stated)
→ 83.9	107.3	101.9	99.9	96.7	103.4	97.3	105.8	102.5
> Cc1cc(N2CCSCC2)nc(NC2CCCC(Nc3ccnc4cc(Cl)ccc34)C2)n1 (configuration not stated)
→ -60.1*	22.9	-58.3*	-74.8*	-65.6*	-58.7*	-60.8*	8.0*	-67.8*
> COc1ccc(Cn2cc3c(c2)-c2oncc2CC3)cc1OC
→ 0.4*	21.4	-37.5*	-18.2*	4.4*	7.9*	21.9	5.5*	16.3
> CCOC1=C(c2ccccc2)Oc2ccccc2-n2c(C#N)c3ccccc3c21
→ 86.4	106.1	nt	98.7	84.3	96.6	104.1	93.0	98.3
> CCOC(=O)c1c[nH]c2c(Cl)c(C)ccc2c1=O
→ 87.6	96.1	96.3	115.2	103.9	104.0	107.9	nt	98.5
> CC(C(=O)n1ccc(-c2ccc(Cl)cc2)n1)c1ccc(NS(C)(=O)=O)cc1 (configuration not stated)
→ 77.0	66.4	97.7	115.1	103.7	101.3	99.8	106.3	97.2
> N=C1S/C(=C/c2ccc(-c3ccc4c(c3)C(=O)NC4=O)o2)C(=O)N1c1ccc(Br)cc1
→ -3.3*	39.5	89.0	55.1	31.8	21.9	48.5	46.4	47.1
> c1cc[n+](OCc2ccccc2CO[n+]2ccccc2)cc1
→ 88.2	86.6	nt	107.1	94.2	96.0	102.5	101.9	105.0
> O=S(=O)(Nc1ccc(-c2ccc(NS(=O)(=O)c3ccccc3)cc2)cc1)c1ccccc1
→ 47.5	70.0	82.7	69.2	41.6	35.6	65.9	44.5	50.8
> O=C(/C=C/c1ccc(F)cc1)c1ccc(Nc2nc(N3CCCCC3)nc(N3CCCCC3)n2)cc1
→ 92.2	109.7	103.8	118.6	98.6	112.3	100.1	111.6	110.1
> COc1ccc2nc(NC(=O)CSC(=S)N3CCN(C)CC3)sc2c1
→ 94.8	nt	nt	108.0	95.7	112.0	nt	93.0	101.1
> C1=CC2C(C1)C1CC(OCCOC3CC4CC3C3C=CCC43)C2C1 (configuration not stated)
→ 95.2	nt	108.4	109.7	95.8	98.8	102.8	106.3	105.0
> CN(C)[C@@H]1C(=O)C(C(=O)NCN2CCCCC2)=C(O)[C@@]2(O)C(=O)C3=C(O)c4c(O)cccc4[C@@](C)(O)[C@H]3C[C@@H]12
→ 93.8	nt	105.2	112.4	84.7	105.1	103.0	102.8	100.6
> CCOC(=O)c1cnc2cc(Cl)c(F)cc2c1Nc1cccc(S(=O)(=O)NC)c1
→ nt	84.4	102.0	107.3	84.8	90.9	103.6	93.2	75.7
> O=[N+]([O-])c1cccc(-c2ccccc2-c2nc(-c3ccccc3)c(-c3ccccc3)n2C2CC2)c1
→ 79.2	68.5	58.7	36.6	32.9	26.1	78.3	54.6	59.8
> COc1ccc2[nH]c(=O)c(C3C4=C(CC(C)(C)CC4=O)Nc4nc(N)nc(N)c43)cc2c1 (configuration not stated)
→ 92.6	71.0	102.5	105.9	94.9	92.7	100.3	101.8	107.3
> CC(=O)Oc1ccc(/C(C)=N/NC(=O)C(C)SC(C)C(=O)N/N=C(\C)c2ccc(OC(C)=O)cc2)cc1 (configuration not stated)
→ 92.9	99.3	104.1	106.0	103.1	109.6	96.2	100.0	94.5
> Cc1ccc2nc(N=C(N)N)[nH]c2c1
→ 91.5	107.0	nt	98.3	111.7	107.9	100.1	107.2	106.7

# Later entries:
# Every second line gives: SNB-75	A498	HCC-2998	COLO 205	HCT-116	HT29	SW-620	KM12	HCT-15
> COc1cc(C(=O)c2cc(C(C)=O)c3cccc(C)n23)cc(OC)c1OC
→ 5.4*	21.9	61.1	11.0	16.6	8.7*	26.0	29.8	17.9
> O=C(O)c1cc(=O)c2cccc(O)c2[nH]1
→ 78.5	99.0	105.7	112.4	99.4	108.7	94.3	100.3	97.6
> CCC1CCCc2ccccc21 (configuration not stated)
→ 93.5	99.4	109.1	101.3	93.5	107.5	103.2	109.2	95.2
> O=C(OCc1ccc2cccc(O)c2n1)N1CCN(C(=O)c2cc3cc(F)ccc3[nH]2)CC1
→ -45.2*	17.5	-4.9*	-77.4*	-78.8*	-70.4*	-62.8*	-48.1*	-36.4*
> COc1cc(-c2noc(C[C@H](CC(C)C)NC(=O)OCc3ccccc3)n2)cc(OC)c1OC
→ 69.5	nt	101.5	106.5	92.6	91.0	99.9	99.2	91.3
> NC(=O)N1NC(=O)C(N=Nc2ccc(S(=O)(=O)N=C(N)N)cc2)C1=O (configuration not stated)
→ 105.0	98.4	104.9	108.6	118.8	111.7	103.1	102.5	103.3
> CC1(C)CC(=O)c2c(nn(-c3ccccc3)c2-c2cn(-c3ccccc3)nc2-c2ccc(Cl)cc2)C1
→ 88.6	94.4	102.6	105.1	72.2	83.3	79.7	82.1	88.9
> CCOC(=O)c1c(C)nc2c(c1N)/C(=C/c1ccc(OC)cc1)C(=O)N2Cc1ccc(F)cc1
→ -13.7*	-44.2*	-83.7*	nt	-85.4*	-75.9*	-58.9*	-59.7*	-80.6*
> O=C(NC1=Nc2ccccc2C(=O)NN1)c1ccccc1
→ 91.1	85.5	105.2	103.9	110.3	107.1	92.2	104.9	91.7
> CCCCCCN1C(=O)/C(=c2\sc3n(c2=O)C2C(NN=3)N(CC)C(=O)N2CC)c2ccccc21 (configuration not stated)
→ -38.4*	-5.5*	83.5	7.6*	-37.3*	-24.7*	-38.3*	16.6	1.6*
> CCCN(CCC)CC(C)(C)C(O)c1ccc(OC)c2ccccc12 (configuration not stated)
→ 99.9	89.8	101.1	85.6	45.4	44.3	68.7	101.7	83.0
> CCOc1ccc(-c2cnnn2-c2nonc2-n2cccc2)cc1
→ 5.2*	18.7	0.7*	-75.2*	6.7*	1.9*	21.7	8.6*	22.6
> CCCCCCCCCCCCCCCCCC(=O)NNc1ccccc1
→ 82.1	103.3	97.7	94.8	107.9	114.1	89.0	81.7	87.8
> Cn1c(COC(=O)N2CCCCC2)nc2c(N3CCOCC3)nc(Cl)nc21
→ 84.0	85.8	108.3	108.9	105.3	107.2	99.7	105.1	102.8
> Nc1ccnc2cc(Cl)ccc12
→ 87.5	83.9	99.8	108.8	84.6	98.9	100.3	111.1	108.1
> Cc1ccc(NC(=O)c2sc3nc(C)c(C(=O)c4ccccc4)cc3c2N)cc1
→ 70.7	5.0*	105.8	98.5	97.7	102.4	90.8	76.2	83.1
> Cc1ccc(S(=O)(=O)Nn2c(C)ccc(-c3nc4ccccc4s3)c2=O)cc1
→ 75.7	nt	113.7	113.4	98.7	110.7	97.5	99.0	104.4
> CCOc1ccccc1NC(=O)CC1Sc2ccccc2NC1=O (configuration not stated)
→ nt	99.7	105.4	111.7	97.1	111.0	99.6	100.0	105.2
> N#Cc1cnn(-c2ccc([N+](=O)[O-])cc2[N+](=O)[O-])c1N
→ 90.0	85.6	105.3	100.6	100.8	112.9	109.8	102.7	105.9

# No enrichment for hits; any-hit rate near 12%.
